Screens: PubChem BioAssay, several laboratories
human PMI inhibition – inhibitors of human PMI, primary screen, biochemical, fluorescence intensity, coupled assay (AID 1209); Mannose-6-phosphate isomerase (Homo sapiens); inhibition, % at 20 µM; hits with a dose series show IC50 in µM; purified PMI enzyme, coupled fluorescence intensity; higher % means a stronger effect; 0.42% of 190,000 active;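 further: plate controls were DMSO vehicle for no effect and wells lacking substrate for full effect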
PhoP inhibition – inhibitors of PhoP regulon expression, primary screen, Salmonella Typhimurium, GFP reporter (AID 1863); S. Typhimurium PhoP-regulated promoter GFP reporter, 4 h; higher % means a stronger effect; inhibition, % at 50 µM, or IC50 in µM where a hit was titrated; 0.16% of 300,000 active;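 active means inhibition over 29.93%, a cutoff 3 SD above the screen mean, later confirmed by dose response; inconclusive means inhibition over 29.93% but no dose response follow-up; inactive means inhibition at most 29.93% or unconfirmed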;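 further: 0% = low Mg2+ inducing control and 100% = high Mg2+ repressing control; strong numbers were not always called active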
SV40 large T antigen – SV40 large T antigen inhibitors, biochemical (AID 1903) | SV40 large T antigen ATPase/helicase inhibition assay; higher % means a stronger effect | inhibition, % at 20 µM; hits with a dose series show IC50 in µM | 0.39% of 310,000 active; in the data active means a potency from the dose series; inconclusive means inhibition mostly from about 32% at the one dose, without a potency; inactive means the rest, 99 in 100 with inhibition below about 32%; further: strong numbers were not always called active
RSV antiviral HEp-2 – RSV antiviral activity via CPE protection, HEp-2 cells, primary 10 µM value included (AID 2391) | HEp-2 cells, RSV-induced CPE inhibition; higher % means a stronger effect | CPE inhibition, % at 10 µM, or IC50 in µM where a hit was titrated | 0.13% of 310,000 active; in the data active means a potency from the dose series; inconclusive means CPE inhibition mostly from about 23% at the one dose, without a potency; inactive means the rest, 99 in 100 with CPE inhibition below about 21%; further: strong numbers were not always called active
TNAP activation fold – human TNAP enzyme activators, primary screen, biochemical, luminescent, no phosphate acceptor, uHTS (AID 1001); Alkaline phosphatase, tissue-nonspecific isozyme (Homo sapiens); purified TNAP, luminescent activation assay, no phosphate acceptor; higher activation fold means a stronger effect; activation fold at 20 µM; hits with a dose series show EC50 in µM; 0.03% of 200,000 active; in the data active means activation fold from about 3, or a potency from the dose series; inactive means the rest, 99 in 100 with activation fold below about 1.6; further: many of its hits are not listed in these tables
Ins promoter up – insulin promoter activators in MIN6 cells, imaging, high-content screening, mouse beta cells | MIN6 insulin promoter-GFP reporter; stronger effect = higher value | z-score at 5 µM | 0.3% of 190,000 active | AID 1625, 2009;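 active means z-score above 3 at 5 µM with at least 500 cells counted in the well; inconclusive means wells under 500 cells, flagged as cytotoxic or low count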
CSM14.1 death rescue – rescue of cells from ER stress-induced death, primary screen, 384-well, CSM14.1, thapsigargin, ATP luminescence (AID 1222); CSM14.1 thapsigargin-induced death rescue, ATP luminescence; higher % means a stronger effect; one-dose cellular ATP content (survival), % at 20 µM; EC50 in µM for titrated hits; 190,000 tested, under 10 active;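 active means EC50 below 50 µM in the dose-response confirmation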;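 further: death triggered by thapsigargin at about 15 µM added after 2 h compound pretreatment; cell ATP read after overnight thapsigargin exposure of roughly 18 to 22 hours; normalized against plate controls of thapsigargin alone and 5% DMSO vehicle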
human PMI inhibitors – human PMI inhibitors, high substrate, primary screen, biochemical, fluorescence intensity, high mannose 6-phosphate (AID 1220) | Mannose-6-phosphate isomerase (Homo sapiens) | 0.66% of 190,000 active | inhibition, % at 20 µM; hits with a dose series show IC50 in µM | recombinant PMI enzyme, coupled fluorescence intensity; higher % means a stronger effect
West Nile virus CPE – West Nile virus antiviral activity, cell-based, CPE readout (AID 1621); West Nile virus-infected cells, CPE inhibition; higher % means a stronger effect; CPE inhibition, % at 10 µM, or IC50 in µM where a hit was titrated; 0.02% of 290,000 active; in the data active means a potency from the dose series; inconclusive means CPE inhibition mostly from about 3.7% at the one dose, without a potency; inactive means the rest, 99 in 100 with CPE inhibition below about 2.2%; further: strong numbers were not always called active
Ins promoter up cell count – recorded beside Ins promoter up, whose call it bears; cell count; measured here: cytotoxicity, nuclei count;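 total cells summed across four imaged fields per well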
The depositor's hits bear a star; u = inconclusive; x = not tested or not shown; & = joins results of further samples. Unless noted, no stated cut-off is given here; in the data, active means inhibition above about 50%; inactive means the rest.

| mol | human PMI inhibition | PhoP inhibition | SV40 large T antigen | RSV antiviral HEp-2 | TNAP activation fold | Ins promoter up | Ins promoter up cell count | CSM14.1 death rescue | human PMI inhibitors | West Nile virus CPE |
| --- | --- | --- | --- | --- | --- | --- | --- | --- | --- | --- |
| O=C(CCc1ccccc1)NNC(=O)c1cccc(F)c1 | -11% | -1% | 6% | 0.1% | 1.1 | 0.01 | 1188 | -1.6% | -11% | -0.8% |
| CC(CC1C(C#N)=C(N)SC(N)=C1C#N)c1ccccc1 (centres undefined) | -15% | -1% | 18% | 2.4% | 1.2 | 0.65 | 989 | -0.4% | -3% | -0.2% |
| O=c1oc2ccccc2c(Nc2ccc3ncccc3c2)c1[N+](=O)[O-] | 4% | 3% | 0% | 2.8% | 1.1 | 0.02 | 1278 | -1.8% | 39% | -0.6% |
| O=C1OCCC1Sc1nnc(-c2ccc3c(c2)OCO3)n1-c1ccccc1 (centres undefined) | 8% | -4% | 9% | 0.1% | 1 | 0.46 | 1228 | -0.3% | 15% | -0.2% |
| Clc1ccc2nsnc2c1NC1=NCCN1 | x | -5%&-4% | 24%&12% | -0.6%&2.8% | x | x | x | x | x | 0.2% |
| CCOc1ccc(N(CC(=O)NCCCOC)S(C)(=O)=O)cc1 | 4% | 0% | 9% | -0.5% | 1.1 | x | x | 0.1% | 4% | -0.2% |
| Cn1c(=O)[nH]c(=O)c2c1nc(CN1CCN(c3ccc(F)cc3)CC1)n2CCCc1ccccc1 | -2% | -10% | 11% | -0.5% | 1.1 | x | x | 1.5% | 6% | 1.9% |
| O=C(Cc1cccs1)N1CCCC(c2nc(-c3ccc(S(=O)(=O)N4CCCC4)cc3)no2)C1 (centres undefined) | -5% | -8% | 5% | 0.2% | 1.1 | -2.9 | 562 | 0.7% | -3% | -0.3% |
| CCC(OC(=O)c1nsc(Cl)c1Cl)C(=O)NC(C)(C)CC (centres undefined) | 7% | -3% | 6% | 1.1% | 1 | 0.03 | 1599 | -0.8% | 6% | 0.2% |
| Cc1cc(C)c2[nH]c(=O)c(C(c3nnnn3CC3CCCO3)N3CCC(C)CC3)cc2c1 (centres undefined) | -35% | -8% | 13% | 5.6% | 1 | -0.18 | 968 | 3.5% | -76% | -0.2% |
| COC(=O)CCC(=O)Nc1ccc(S(=O)(=O)N2CCCCCC2)cc1 | 12% | -4% | 1% | 1.5% | 1.1 | 0.06 | 1731 | -3.1% | 11% | 0.6% |
| CCNC(=O)Nc1cc2nc(C)n(Cc3ccc(Br)cc3)c2nc1C | 2% | -3% | 8% | 2.5% | 1 | 1.1 | 1448 | -0.6% | -5% | -0.2% |
| COCCNC(=O)c1ccc(N(C)S(=O)(=O)c2ccc(OC)c(OC)c2)cc1 | -12% | 0% | 8% | 2.0% | 1.1 | -0.25 | 1310 | -2.9% | -14% | 3.2% |
| CCn1ncc(Br)c1C(=O)Nc1ccc(OC(F)(F)F)cc1 | x | -4% | 8% | 4.4% | x | x | x | x | x | -0.6% |
| Cc1c(NC(=S)NC(=O)COc2ccccc2)c(=O)n(-c2ccccc2)n1C | -7% | 0% | 19% | 0.1% | 1 | 0.01 | 1324 | 2.8% | -5% | 0.3% |
| O=C1S/C(=C\c2cccs2)C(=O)N1c1ccc(O)cc1 | x | 6% | 3% | 3.4% | x | x | x | x | x | -0.5% |
| CCC(=O)N1CCCc2cc(S(=O)(=O)N3CCN(c4ccccn4)CC3)ccc21 | 9% | 11% | 14% | 13% | 1.1 | -0.99 | 1097 | -2.0% | 8% | -1.8% |
| Cc1ccc(-n2c(-c3ccco3)nc3nc4ccccc4nc32)cc1F | 14% | -3% | 0% | 0.2% | 1 | 0.31 | 1864 | 1.0% | 10% | x |
| N#Cc1ccsc1NC(=O)CCS(=O)(=O)c1ccccc1 | x | 9% | 23% | 1.0% | x | x | x | x | x | 1.7% |
| Cc1cc(C)n(-c2c(F)c(F)c(CN3CCCCC3)c(F)c2F)n1 | 14% | -3% | 0% | 0.3% | 1.1 | x | x | x | 2% | -0.3% |
| COC(=O)Cn1c(=NC(=O)c2nc3ccccc3s2)sc2cc(S(C)(=O)=O)ccc21 | 22% | 17% | -1% | 0.7% | 1 | x | x | -3.1% | 10% | -0.2% |
| CCc1ccc(-n2c(Cc3ccccc3)n[nH]c2=S)cc1 | 11% | -10% | 6% | -0.8% | 1.7 | 0.34 | 1501 | -1.5% | 11% | -0.2% |
| CCOc1ccc(C2C3=C(CCCC3=O)Nc3nc(C(F)(F)F)nn32)cc1OC (centres undefined) | 0% | 0% | 2% | 1.2% | 1.1 | 0.84 | 1208 | -2.6% | 3% | 0.0% |
| O=C(c1cccs1)N1CCCN(c2ncnc3scc(-c4ccccc4)c23)CC1 | x | 3% | 9% | 7.1% | x | -0.44 | 1446 | x | x | -0.8% |
| CS(=O)(=O)c1ccc2nc(NC(=O)CN3CCCCCC3)sc2c1 | -13% | -7% | 5% | 1.7% | 1.1 | -0.05 | 1398 | 0.2% | -8% | 0.1% |

(further entries)
| mol | human PMI inhibition | PhoP inhibition | SV40 large T antigen | RSV antiviral HEp-2 | TNAP activation fold | Ins promoter up | Ins promoter up cell count | CSM14.1 death rescue | human PMI inhibitors | West Nile virus CPE |
| --- | --- | --- | --- | --- | --- | --- | --- | --- | --- | --- |
| Cc1cc(C)cc(OCCn2nnc3ccccc32)c1 | x | -6% | 11% | u | x | x | x | x | x | -1.2% |
| CSc1nc2nccc(-c3ccc4c(c3)OCO4)n2n1 | -22% | -1% | 9% | 0.7% | 1 | -0.33 | 1281 | x | 2% | 0.5% |
| O=C(/C=C/c1ccc(Cl)cc1Cl)N1CCN(c2ccc([N+](=O)[O-])c(N3CCOCC3)c2)CC1 | 15% | -18% | 6% | 6.8% | 1 | x | x | -1.6% | 9% | -1.0% |
| COC(=O)c1c(C)[nH]c(O)c1C=Nc1ccc(Oc2ccccc2)cc1 | -13% | -5% | -3% | 0.7% | 1 | -0.55 | 1050 | -0.6% | 17% | -0.2% |
| Cc1ccc(Cl)cc1N1CCN(Cc2nc3c(c(=O)[nH]c(=O)n3C)n2CCc2ccccc2)CC1 | -6% | 6% | 10% | 3.6% | 1 | 0.22 | 1200 | -0.3% | -8% | -0.3% |
| COc1ccc(C(=O)OCC(=O)Nc2cc(C)c(C)cc2[N+](=O)[O-])cc1 | 7% | -4% | 19% | 0.6% | 1 | -0.45 | 1258 | -1.2% | 4% | -0.2% |
| COc1ccc(C(C(=O)Nc2ccc(F)cc2)N(C(=O)Cn2nnc3ccccc32)C2CC2)cc1 (centres undefined) | 27% | -7% | 15% | -0.3% | 1 | x | x | -1.5% | 19% | x |
| CCOc1cccc(N2C(=O)CC(N(CCc3ccc(OC)c(OC)c3)C(=O)CC)C2=O)c1 (centres undefined) | 57%* | 2% | 10% | -0.4% | 1.1 | 0.51 | 1097 | x | 26% | 0.1% |
| Cc1[nH]c2ccccc2c1/C=N/Nc1ccccn1 | 15% | -2% | 17% | x | 0.9 | -1 | 1215 | 1.8% | 12% | -1.6% |
| O=C(Nc1ccc(NC(=O)C2CC2)nc1)c1ccccn1 | -5% | 5% | -1% | -0.9% | 1.1 | 1.2 | 1208 | -3.5% | 1% | 0.4% |
| COc1cccc(C(=O)COC(=O)CCC(=O)c2ccccc2)c1 | x | -2% | 12% | 2.1% | x | x | x | x | x | 0.6% |
| Cc1ccc(NC(=O)C2CC(=O)N(c3ccc4c5c(cccc35)CC4)C2)cc1 (centres undefined) | 2% | -10% | 11% | 14% | 1.1 | 0.2 | 1632 | -1.9% | -2% | -0.5% |
| O=C(NCCc1c[nH]c2ccccc12)c1cccc(Br)c1 | x | 14% | 6% | 7.2% | x | x | x | x | x | -0.5% |
| O=C(c1ccccc1)C(Nc1ccccn1)c1ccccc1 (centres undefined) | 10% | 2% | 10% | -0.7% | 1.1 | -0.2 | 1380 | 3.6% | 7% | 1.4% |
| CC(C)(C)NC(=O)CN(C(=O)C1CSC(=O)C1)c1ccccc1F (centres undefined) | -14% | -6% | 5% | 1.9% | 1.1 | -0.87 | 1171 | -0.9% | -11% | 0.2% |
| CC1(C)Cc2nc3n[nH]c(N)c3cc2CO1 | 3% | 6% | -2% | 0.2% | 1.1 | -0.24 | 1275 | -1.8% | 1% | 0.8% |
| CCc1ccc(C(=O)NC(CC(C)C)C(=O)O)cc1 (centres undefined) | -3% | -7% | 15% | 0.8% | 1 | 0.59 | 800 | -3.2% | -9% | 0.3% |
| CCN(CC)S(=O)(=O)c1cc(NC(=O)C(CC(C)C)NC(N)=O)ccc1C (centres undefined) | 10% | -4% | 4% | 2.5% | 1.1 | 0.71 | 1571 | 1.1% | 11% | -0.2% |
| CC(=O)c1csc(-c2ccccc2)n1 | -8% | 8% | -1% | 2.3% | 1 | 0.62 | 1616 | -1.1% | -4% | -0.2% |
| Cc1ccccc1C1=Nn2c(nnc2-c2ccco2)SC1 | x | -5% | 3% | 3.3% | x | -0.46 | 955 | x | x | -0.3% |
| COc1cc(N=Cc2c(O)c3ccccc3oc2=O)c(OC)cc1Cl | x | -45% | 5% | 0.7% | x | x | x | x | x | -0.4% |
| Cc1c(NC(C)c2ccccc2O)c(=O)n(-c2ccccc2)n1C (centres undefined) | -6% | 6% | 6% | -0.9% | 1 | x | x | -1.9% | -1% | 0.7% |
| O=C(N/N=C/c1ccco1)c1ccc(OCc2ccccc2)cc1 | x | -9% | 8% | 1.7% | x | -0.17 | 1395 | x | x | -0.1% |
| CCOC(=O)C1=C(C)NC(C)=C(C(=O)OCC)C1c1ccc([N+](=O)[O-])s1 | x | -8% | 9% | x | x | -0.49 | 1159 | x | x | -0.9% |
| O=C1CN(CC(=O)Nc2ccc(Cl)cc2)CCN1 | -8% | 2% | 7% | 0.2% | 1.1 | x | x | -1.1% | -10% | 0.3% |

(list continues)
| mol | human PMI inhibition | PhoP inhibition | SV40 large T antigen | RSV antiviral HEp-2 | TNAP activation fold | Ins promoter up | Ins promoter up cell count | CSM14.1 death rescue | human PMI inhibitors | West Nile virus CPE |
| --- | --- | --- | --- | --- | --- | --- | --- | --- | --- | --- |
| O=C(Oc1ccccc1)c1ccc(COC(=O)c2cnccn2)cc1 | 5% | -6% | 4% | 1.5% | 1.1 | -0.18 | 1226 | -4.2% | -2% | x |
| Cc1ccc(NC(=O)/C(=C/c2cccs2)NC(=O)c2ccco2)c(C)c1 | 4% | -3% | 5% | -0.2% | 1 | 0.46 | 1538 | -2.3% | 2% | -0.6% |
| CCn1c(C)c2c(C)nnc(C)c2c1C | 4% | 1% | 14% | 0.1% | 1 | -0.05 | 1372 | x | -11% | 0.2% |
| O=C1CN(C(=S)NC(=O)c2ccc(-c3ccccc3)cc2)CCN1 | 7% | -2% | 1% | -0.9% | 1.1 | -0.59 | 1490 | -1.3% | 14% | 0.1% |
| O=C(NCC1CCCO1)c1ccc(Oc2ccc([N+](=O)[O-])cc2)cc1 (centres undefined) | -9% | -11% | 4% | 6.4% | 1.1 | -0.52 | 1341 | -1.1% | -11% | -0.5% |
